PLAP inhibition: PLAP enzyme inhibitors, biochemical, luminescence, HTS (AID 690); inhibition, % at 20 µM; hits with a dose series show IC50 in µM; 96,000 tested, 0.08% active; purified PLAP, luminescent substrate; higher % means a stronger effect; in the data active means a potency from the dose series; inactive means the rest, 99 in 100 with inhibition below about 30%; further: strong numbers were not always called active
MRP reversal: reverses drug resistance mediated by MRP | 85,000 tested, 0.04% active | H69AR cells + 2 uM doxorubicin, CellTiter-Glo, 72 h | differential viability (reversal), % at 10 µM;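 active means viability drop by adding the cancer drug above about 55%, with treated viability meeting a 40% cutoff, limit read from the data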;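 further: viability without doxorubicin minus viability with 2 µM doxorubicin for each compound; larger differential means the compound sensitizes cells more to doxorubicin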
NFkB transloc inh: blocks IL-1B driven NFkB nuclear translocation in HUVEC cells | HUVEC IL-1B NFkB p65 nuclear translocation imaging | inhibition, % at 2 µM | 94,000 tested, 0.43% active | AID 796;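 active means inhibition above about 30% together with a positive call from visual inspection of the well image, limit read from the data; inconclusive means inhibition above a set limit but visual check negative; inactive means inhibition not above a set limit, visual check negative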;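 further: nuclear over cytoplasmic p65 intensity ratio measured by imaging; 0% = IL-1B stimulated DMSO wells and 100% = unstimulated DMSO wells; values of inactives mirror those of a sister screen read the other way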
Bcl-B TR3 displacers: displacers of TR3 peptide from Bcl-B, primary screen, selectivity assay for Bfl-1 inhibitor project, biochemical, fluorescence polarization | AID 748 | 96,000 tested, 0.11% active | FP displacement of FITC-TR3 peptide from Bcl-B; higher % means a stronger effect | displacement, % at 20 µM, or IC50 in µM where a hit was titrated;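 active means displacement above 50% at 20 µM plus a fluorescence interference ratio under 1.5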;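 further: plate controls were wells without compound for no effect and wells lacking Bcl-B protein for full effect; a part of the inactive calls stands beside numbers as strong as those of hits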
NFkB transloc pot: enhances IL-1B driven NFkB nuclear translocation; HUVEC IL-1B NFkB p65 nuclear translocation imaging; activation, % at 2 µM; 94,000 tested, 0.3% active;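 active means activation above 40%, about the mean plus 3 SD, also judged a hit on visual image review; inconclusive means activation above 40% but not a hit on visual review; inactive means activation not above 40% and no visual hit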;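 further: percent activation is computed from the nuclear over cytoplasmic p65 intensity ratio; values of inactives mirror those of a sister screen read the other way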
MRP reversal cytotoxicity: further read-out of MRP reversal, marked with its call; viability, %; H69AR cells, CellTiter-Glo, 72 h; measured here: cytotoxicity without doxorubicin
MRP reversal with doxorubicin: further read-out of MRP reversal, marked with its call; viability, %; measured here: viability with 2 uM doxorubicin; active compounds read low
NFkB transloc inh cell count 2 µM: also measured in NFkB transloc inh; calls as there; cell count; measured here: cells passing quality filter;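 raw number of nuclei counted in each imaged well without normalization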
NFkB transloc pot cell count 2 µM: further read-out of NFkB transloc pot, marked with its call; cell count; measured here: cells passing quality filter
Numbers without * were called inactive; ? = inconclusive; . = not tested or not shown. This is a subset (hit frequency here may not be typical).

nr	canonical_smiles	PLAP inhibition	MRP reversal	MRP reversal cytotoxicity	MRP reversal with doxorubicin	NFkB transloc inh	NFkB transloc inh cell count 2 µM	Bcl-B TR3 displacers	NFkB transloc pot	NFkB transloc pot cell count 2 µM
1	Cc1ccc2c(c1)[nH]c1c(N3CCN(Cc4ccc5c(c4)OCO5)CC3)ncnc12	-80%	-6	65	72	.	.	-18%	.	.
2	COc1cccc(C2(O)CCN(C(=O)c3cccs3)CC2)c1	5%	3	99	96	.	.	-8%	.	.
3	Cc1ccc(C(O)P(=O)(OC2CCCCC2)OC2CCCCC2)cc1 (stereo not given)	-56%	21	102	81	-5	177	-1%	5	177
4	c1ccc(-c2nnc(OCCN3CCOCC3)c3ccccc23)cc1	-73%	2	85	84	-4	161	-4%	4	161
5	COC(=O)c1ccc(C(=O)OC)c(NC(=O)COC(=O)C23CC4CC(CC(O)(C4)C2)C3)c1	-53%	-5	40	45	-19	94	1%	19	94
6	O=C(Nn1cnnc1)c1cc2c(s1)CCCCC2	8%	-7	97	103	6	101	-6%	-6	101
7	CC1(C)CC(=O)CC(=NCC(=O)O)C1	-6%	8	102	94	-44	55	-5%	?	.
8	Cc1cc(/C=N/n2cnnc2)c(C)n1-c1cccc(Cl)c1	-42%	30	108	79	-15	122	4%	15	122
9	O=C(NCc1cc(C(F)(F)F)cc(C(F)(F)F)c1)C12CN(Cc3ccccc3)CC1C(c1cccc([N+](=O)[O-])c1)=NO2 (stereo not given)	-5%	.	.	.	4	160	-5%	-4	160
10	CC(NC(=O)c1cccc(C(F)(F)F)c1)C1CCCO1 (stereo not given)	-2%	6	102	96	-12	132	-5%	12	132
11	CC(C)NC(=O)CN1CCN(c2ncccn2)CC1	-8%	5	91	86	2	127	7%	-2	127
12	O=C(O)c1[nH]c2ccccc2c1CC(=O)N1CCOCC1	12%	-2	88	90	4	104	-12%	-4	104
13	C=CCn1c(-c2ccc(OC)c(OC)c2)cs/c1=N\c1ccccn1	.	.	.	.	-16	148	.	16	148
14	Cc1cc(Cl)c(S(=O)(=O)N2CCN(c3ccc(F)cc3)CC2)cc1OCC(=O)NC1CCCCC1	-72%	-36	36	72	-34	180	-11%	34	180
15	COc1ccc(N2C(=O)CC(NC34CC5CC(CC(C5)C3)C4)C2=O)c(OC)c1 (stereo not given)	-56%	4	89	85	-10	93	1%	10	93
16	OCCOCCn1c(-c2ccccc2)nc(=S)c2c1CCCC2	18%	2	89	88	7	177	-4%	-7	177
17	N#Cc1ccccc1OCC(=O)Nc1c(C(=O)C2CC2)oc2ccccc12	11%	-11	8	19	.	.	-2%	.	.
18	N#Cc1cnn(-c2ccccc2)c1N	-2%	-3	105	108	-4	126	-5%	4	126
19	CCOC(=O)C1CCN(C2CC(=O)N(c3cccc(Cl)c3)C2=O)CC1 (stereo not given)	-15%	.	.	.	.	.	-2%	.	.
20	O=[N+]([O-])c1ccc(N/N=C/c2c[nH]c3ccccc23)cc1	31%	.	.	.	-4	159	-65%	3	159
21	CS(=O)(=O)Nc1ccc(C(=O)N2CCCCC2)cc1	-6%	8	96	88	8	137	-2%	-7	137
22	O=S(=O)(c1cccc(S(=O)(=O)N2CCC(Cc3ccccc3)CC2)c1)N1CCOCC1	.	3	86	83	-42	128	.	?	.
23	Cc1ccccc1C(=O)Nc1cccc(N)c1	11%	16	90	74	11	100	2%	-11	100
24	O=C1CCc2cc(S(=O)(=O)NC(Cc3ccccc3)C(=O)NCC3CCCO3)ccc2N1 (stereo not given)	4%	15	95	80	-6	52	0%	6	52
25	O=C(C1CCN(S(=O)(=O)c2cccc3cccnc23)CC1)N1CCN(c2ccc(Cl)cc2)CC1	-46%	6	61	55	5	47	-145%	-5	47

Overlap with the part before: 2 entries, then new ones.
nr	canonical_smiles	PLAP inhibition	MRP reversal	MRP reversal cytotoxicity	MRP reversal with doxorubicin	NFkB transloc inh	NFkB transloc inh cell count 2 µM	Bcl-B TR3 displacers	NFkB transloc pot	NFkB transloc pot cell count 2 µM
24	O=C1CCc2cc(S(=O)(=O)NC(Cc3ccccc3)C(=O)NCC3CCCO3)ccc2N1 (stereo not given)	4%	15	95	80	-6	52	0%	6	52
25	O=C(C1CCN(S(=O)(=O)c2cccc3cccnc23)CC1)N1CCN(c2ccc(Cl)cc2)CC1	-46%	6	61	55	5	47	-145%	-5	47
26	COc1ccc(Cc2nnc(NC(=O)C3CCCO3)s2)cc1OC (stereo not given)	-19%	16	107	91	4	169	0%	-4	169
27	COC(=O)NCCOc1cc(C)ccc1C	-5%	19	77	58	-5	128	1%	5	128
28	O=C(Oc1cc(=O)oc2ccccc12)c1ccco1	-6%	-1	90	92	-4	131	-3%	4	131
29	CCn1c(CNc2ccc(C)cc2)nnc1SCC(N)=O	.	-10	104	114	-11	114	.	11	114
30	Cc1cc(=O)[nH]c(SCC(=O)O)c1C#N	1%	3	90	87	2	163	2%	-2	163
31	CCOc1ccccc1-n1c(SCC(=O)N(C(C)C)C(C)C)nnc1-c1cccnc1	-57%	0	87	87	-1	103	-6%	1	103
32	CN(CCCNC(=O)Cn1cc2c(n1)CCCC2)C1CCCCC1	2%	0	86	85	-7	164	6%	7	164
33	ONC(=Nc1ccccc1)c1ccc(Cl)cc1	31%	.	.	.	.	.	-4%	.	.
34	CCC(C)(C)n1nnnc1CN1CCSCC1	14%	-7	102	110	7	103	8%	-7	103
35	CCOc1ccccc1NC(=O)CCC(=O)O	9%	6	104	98	3	62	-3%	-3	62
36	O=C(CSc1nnc(-c2ccncc2)n1-c1ccc(F)cc1)NC(=O)NCc1ccco1	.	1	95	94	-3	139	.	3	139
37	O=C(CCN1C(=O)C2CC=C(Cl)CC2C1=O)N1CCCCC1 (stereo not given)	-32%	1	91	90	6	138	72%	-6	138
38	O=C(O)Cc1ccc(C(=O)c2ccc(Cl)cc2)s1	-24%	-11	98	109	-1	95	-1%	1	95
39	CCN(CC)S(=O)(=O)c1ccc(Nc2ccc(-c3ccc4c(c3)OCCO4)nn2)cc1	2%	-18	73	90	-11	67	10%	11	67
40	O=C(CSc1nnc2ccccn12)NCCN1C(=O)CSC1=O	-50%	-7	95	101	-30	118	3%	30	118
41	NC(N)=Nc1nc(CCN2C(=O)c3ccccc3C2=O)cs1	-6%	.	.	.	-9	168	5%	9	168
42	CCOc1ccc(OCc2ccc(C(=O)NCc3ccncc3)o2)cc1	15%	10	82	72	-16	177	-10%	16	177
43	CCCOc1cccc(OCCSc2nc(C)cc(=O)[nH]2)c1	-21%	8	94	85	-1	159	-5%	1	159
44	O=C1c2ccccc2NC(c2ccc3c(c2)OCCO3)N1c1ccc2c(c1)OCCO2 (stereo not given)	-52%	-2	81	83	.	.	-35%	.	.
45	CCN1CCN(C(c2ccccc2F)c2nnnn2Cc2ccc3c(c2)OCO3)CC1 (stereo not given)	-56%	17	82	65	-24	135	-2%	25	135
46	Cc1ccc(C(O)(c2ccccc2)c2ccccc2C(C)N(C)C)c(C)c1 (stereo not given)	-40%	.	.	.	8	100	0%	-8	100
47	CC(C)NCC(O)COCc1ccc(Cl)cc1 (stereo not given)	20%	3	94	91	7	156	-2%	-7	156
48	OCC1(c2cc(C(F)(F)F)n[nH]2)CCCCC1	2%	6	104	98	8	146	6%	-8	146
49	CCc1ccc(NC(=O)N(CCN2CCOCC2)Cc2ccc3c(c2)CCCN3CC)cc1	-64%	-6	89	95	-10	120	17%	10	120
50	CCCN1CCN(C(c2cc3cc4c(cc3[nH]c2=O)OCO4)c2nnnn2C(C)(C)C)CC1 (stereo not given)	-51%	-17	72	89	-12	87	14%	12	87
51	Nn1c(SCC(=O)Nc2ccccc2)nnc1-c1cccnc1	-5%	-23	100	123	-9	148	-6%	9	148
52	CCOC(=O)C1=C(C)SC2=NS(=O)(=O)CCN21	1%	-4	97	101	-20	135	9%	20	135
53	O=C(Nc1ccc(F)cc1)C1CCC(N2C(=O)c3ccccc3C2=O)CC1 (stereo not given)	-12%	1	69	68	4	61	-4%	-4	61
54	c1ccc(-c2cccc(-c3ccccn3)n2)nc1	-8%	0	9	9	-22	184	-10%	21	184
55	CN(CCOc1ccccc1)S(=O)(=O)c1ccc2oc3ccccc3c2c1	8%	.	.	.	13	147	-10%	-13	147
56	Cc1ccccc1-n1nc(C)c2cc(C(=O)N3CCN(S(=O)(=O)c4ccc(Cl)cc4)CC3)sc21	-22%	-13	54	66	-6	169	2%	5	169
57	Cc1nn(CCC(=O)NNC(=S)NCC(C)C)c(C)c1Br	-154%	.	.	.	1	205	5%	-1	205
58	Cc1nnsc1-c1nc2ccccc2[nH]1	2%	4	91	87	-4	139	-1%	4	139
59	CC1CCCN(C(=O)c2ccc3c(=O)n(Cc4ccc5c(c4)OCO5)c(=S)[nH]c3c2)C1 (stereo not given)	-44%	26	58	32	4	150	4%	-4	150
60	CN(c1ccccc1)c1nc2ccsc2c(=O)s1	6%	-2	91	93	-21	154	-7%	21	154
61	CC(C)(C)c1ccc(C(=O)CS(=O)(=O)c2ccccc2)cc1	3%	.	.	.	11	119	-9%	-11	119
62	Cc1ccccc1CSc1nnc(C)c(=O)[nH]1	-20%	-1	75	76	-16	65	-1%	16	65
63	CCn1ccc(C(=O)Nc2ccc(S(=O)(=O)Nc3ccccc3OC)cc2)n1	-19%	15	91	76	16	57	.	-16	57
64	CC(C)(C)c1cc(C(=O)Nc2ccccc2)ccn1	.	16	105	89	1	169	.	-1	169
65	O=C(NCc1ccccc1)c1cc(=O)nc2sc(-c3ccccc3)nn12	-4%	-3	81	84	3	209	-5%	-3	209
66	CCCCc1cc2c(c(NC(C)=O)n1)c(=O)oc1ccccc12	13%	5	84	79	7	52	1%	-7	52
67	NC(=O)CCn1nc(-c2ccc(Cl)cc2)c2ccccc2c1=O	0%	4	76	72	-4	156	-4%	4	156
68	CSc1n[nH]c(NCc2cccs2)n1	10%	3	100	97	-10	125	-1%	9	125
69	COc1ccc(-n2c(Cc3cccn3C)nnc2SCC(=O)Nc2cc(C)cc(C)c2)cc1	-38%	0	85	85	.	.	-2%	.	.
70	CSC(=NC#N)N1CCN(c2cccc(Cl)c2)CC1	7%	.	.	.	4	150	4%	-4	150
71	COC(=O)c1ccc(CSc2nnc(NC(C)C)s2)cc1	7%	21	98	77	-7	182	-5%	7	182
72	CCN(CC)CC(C)(C)NS(=O)(=O)c1ccc(Cl)cc1	25%	-14	89	104	-2	73	-6%	3	73
73	Cc1nnc(SC(C)C(=O)NCC2CCCO2)n1-c1ccccc1 (stereo not given)	1%	21	88	68	-11	95	2%	11	95
74	COCC(=O)Nc1ccc(Nc2ccccc2)cc1	-10%	11	83	73	-2	189	2%	2	189
75	COc1cc(C(=O)OC(C)C(=O)Nc2ccc3c(c2)OCO3)ccc1OCc1c(C)noc1C (stereo not given)	4%	-2	79	81	1	159	3%	-1	159

(listing goes on)
nr	canonical_smiles	PLAP inhibition	MRP reversal	MRP reversal cytotoxicity	MRP reversal with doxorubicin	NFkB transloc inh	NFkB transloc inh cell count 2 µM	Bcl-B TR3 displacers	NFkB transloc pot	NFkB transloc pot cell count 2 µM
76	Cc1ccc(-c2n[nH]c(=O)c3ccccc23)cc1N	17%	-6	84	90	0	76	-15%	0	76
77	Cc1cc(C)n(-c2ccc(C(=O)Nc3sccc3C(N)=O)cc2)n1	17%	-9	61	70	-4	191	-14%	4	191
78	CCCc1cc(=O)[nH]c(SCC(=O)N2CCC(C(=O)OCC)CC2)n1	-23%	19	103	84	-9	98	-17%	9	98
79	COC(=O)C1C(=O)/C(=C(/C)N2CCCC2)C(=O)CC1(C)C (stereo not given)	6%	.	.	.	-11	183	10%	11	183
80	O=C(Cn1c(SCC(=O)N2CCc3ccccc32)nc2ccccc21)NC1CCCC1	.	-18	29	46	-19	123	.	19	123
81	COc1ccc(Nc2nnc(SCC(=O)Nc3cc(C)on3)s2)cc1	12%	.	.	.	-8	192	-28%	8	192
82	Nc1nc(CN2CCN(Cc3ccccc3)CC2)nc(Nc2ccc3c(c2)OCCO3)n1	-59%	.	.	.	13	117	-7%	-13	117
83	O=C(c1ccc(Cl)s1)N1CCCC1	10%	9	102	93	-19	169	5%	19	169

Bioassay records (PubChem)
